mcGAS inh = inhibitors of mouse cGAS; inhibition, % at 12.5 µM; Q8C6L5; hit rate 0.15% among 160,000; recombinant cGAS, Kinase-Glo ATP depletion luminescence;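 note: 0% = negative control wells and 100% = reference inhibitor with no enzyme activity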
NPYLR7 agonist = activates Aedes aegypti NPYLR7 receptor. HEK293T NPYLR7/Galpha15, GCaMP6s calcium fluorescence. hit rate 0.15% among 270,000. activation, % at 10 µM; in the data active = activation above about 40%;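 note: 0% = vehicle and 100% = reference agonist at the receptor; some compounds past the cut are filed as inactive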
hcGAS inh = human cGAS inhibition. Q8N884. recombinant h-cGAS, ATP depletion, Kinase-Glo luminescence. inhibition, % at 12.5 µM. hit rate 0.081% among 290,000. AID 1259398;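 note: 0% = vehicle reaction and 100% = reaction without DNA for no activity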
Target sequence (Q8N884 whole entry, looked up): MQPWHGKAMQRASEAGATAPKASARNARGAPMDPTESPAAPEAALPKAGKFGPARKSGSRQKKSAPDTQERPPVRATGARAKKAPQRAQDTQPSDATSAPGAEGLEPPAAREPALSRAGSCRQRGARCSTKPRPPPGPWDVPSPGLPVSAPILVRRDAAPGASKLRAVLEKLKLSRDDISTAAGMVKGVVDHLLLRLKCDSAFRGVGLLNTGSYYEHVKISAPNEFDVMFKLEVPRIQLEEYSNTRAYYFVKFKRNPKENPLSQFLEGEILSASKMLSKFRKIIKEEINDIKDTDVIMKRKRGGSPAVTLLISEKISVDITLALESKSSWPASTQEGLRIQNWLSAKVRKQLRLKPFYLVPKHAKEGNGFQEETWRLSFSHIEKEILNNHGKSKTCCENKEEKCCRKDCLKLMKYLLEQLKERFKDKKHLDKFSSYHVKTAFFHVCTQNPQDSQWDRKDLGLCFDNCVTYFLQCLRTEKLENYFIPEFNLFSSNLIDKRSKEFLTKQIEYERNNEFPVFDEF
Active calls of the source: *; & = joins results of further samples. Cut-off read from the data, not from the text of the source, unless noted: active = inhibition above about 40%; inactive = the rest.

S=C1NC2/C(=C\c3ccccc3)CCCC2C(c2ccccc2)N1 (stereo unspecified) was read as mcGAS inh -2, NPYLR7 agonist 0 and hcGAS inh 3.
`Fc1ccc(-c2cn(-c3ccccc3)c3[n+]2CCCS3)cc1` gave NPYLR7 agonist 4&0 and hcGAS inh -3&-2.
CC(=O)NC1=NN(C(C)=O)C2(S1)C(=O)N(CCC(C)C)c1ccc(Br)cc12 (stereo unspecified) was read as mcGAS inh -2, NPYLR7 agonist 7 and hcGAS inh -4.
`O=C(O)CCC(=O)Nc1ccc(Oc2ccccc2-c2ccccc2)cc1` gave NPYLR7 agonist 8 and hcGAS inh 1.
O=C(NC(c1ccccc1)c1ccccc1)c1cnc2sccn2c1=O was read as mcGAS inh -7, NPYLR7 agonist 2 and hcGAS inh -8.
Screening CCOC(=O)C1=C(C)NC2=C(C(=O)CCC2)C1c1cc2c(cc1Cl)OCO2 (stereo unspecified) returned NPYLR7 agonist 7 and hcGAS inh -1.
`COCC1CCN(C(=O)c2ccccc2OC2CCN(C(=O)c3cccnc3)CC2)CC1` gave NPYLR7 agonist 14 and hcGAS inh -11.
`Cc1nc(-n2nc(-c3cccs3)cc2N)[nH]c(=O)c1C` gave NPYLR7 agonist -5 and hcGAS inh -10.
`CCC(C)N(Cc1nc(C)ccc1O)C1CCCC1` (stereo unspecified) gave mcGAS inh -15, NPYLR7 agonist 6 and hcGAS inh -7.
`CC(C)(C)OC(=O)NCCCC(=O)O` gave NPYLR7 agonist 7 and hcGAS inh -2.
Screening O=C1OC(/C=C/c2ccc([N+](=O)[O-])cc2)=NC/1=C/C=C/c1ccccc1 returned NPYLR7 agonist -7 and hcGAS inh -4.
Screening Cc1nc2ccccc2c(=O)n1N=Cc1ccc(OCc2ccccc2)cc1 returned mcGAS inh -3, NPYLR7 agonist -6 and hcGAS inh -5.
Screening O=C(c1ccc(NCc2ccc[nH]c2=O)nc1)N1CCC(N2CCOCC2)CC1 returned NPYLR7 agonist 0 and hcGAS inh -1.
`CCCCCSc1nc2c(c(=O)[nH]c(=O)n2C)n1CCOC` gave mcGAS inh -9 and hcGAS inh -9.
`CNC(=O)[C@@H]1[C@@H](c2ccccc2)CN2CCN(C3CCOCC3)C[C@H]12` gave mcGAS inh -3, NPYLR7 agonist 6 and hcGAS inh -3.
`O=C1C2CCCN2C(c2ccccc2[N+](=O)[O-])N1c1nccs1` (stereo unspecified) gave mcGAS inh -1, NPYLR7 agonist -5 and hcGAS inh 0.
Screening C=CCNC(=O)C(C1CCCC1)N1CCN(C(=O)C2CC2)CC1 (stereo unspecified) returned mcGAS inh -2, NPYLR7 agonist -7 and hcGAS inh 2.
Screening COc1cc(OC)cc(C2=NC3(CCCC3)NC2=S)c1 returned NPYLR7 agonist -1 and hcGAS inh -5.
For Cn1c(-c2ccsc2)cc2c(Nc3ccncc3)nccc21 the results were mcGAS inh 1, NPYLR7 agonist -4 and hcGAS inh 2.
`CCOC(=O)/C=C/C(=O)Nc1ccccc1C(=O)N(C)C1CCCCC1` gave NPYLR7 agonist 5 and hcGAS inh -1.
O=c1oc2ccccc2c(N2N=C(c3ccccc3)CC2c2ccccc2)c1[N+](=O)[O-] (stereo unspecified) was read as mcGAS inh 4, NPYLR7 agonist -8 and hcGAS inh 1.
`Cc1ccc(C(=O)N(C)CCC(C)(C)O)cc1N1CCNC1=O` gave mcGAS inh -18, NPYLR7 agonist 2 and hcGAS inh -5.
For O=P(O)(Cc1ccccc1)Cc1ccccc1 the results were mcGAS inh -14&-2, NPYLR7 agonist 8&4 and hcGAS inh -6&0.
For O=C(NCc1ccc(N2CCCCC2CCO)nc1)c1cc(-c2cccc(Cl)c2)n[nH]1 (stereo unspecified) the results were NPYLR7 agonist 0 and hcGAS inh 0.
`CC(C(=O)N1CCCC(O)C1)N1CCN(c2ccc(F)cc2)CC1` (stereo unspecified) gave NPYLR7 agonist 8 and hcGAS inh -18.
`CCC1CN(CC(=O)N2CCN(c3ccc(C(=O)OC)cc3)CC2)Cc2ccc(Cl)cc2O1` (stereo unspecified) gave mcGAS inh -12, NPYLR7 agonist 19 and hcGAS inh -7.
For O=C(CC(c1ccccc1)c1ccc2c(c1)OCO2)NCCN1CCCCC1 (stereo unspecified) the results were NPYLR7 agonist -3 and hcGAS inh -1.
Screening COCCN(CC(=O)Nc1nc(CC(=O)N2CC(C)OC(C)C2)cs1)C(=O)c1ccccc1 (stereo unspecified) returned mcGAS inh -2, NPYLR7 agonist -2 and hcGAS inh 7.
`O=C(c1cccc(Br)c1)N1CCN(C(C(=O)N2CCSCC2)C2CCCC2)CC1` (stereo unspecified) gave mcGAS inh -3, NPYLR7 agonist 2 and hcGAS inh -1.
Cc1noc(NC(=O)NC2(c3cccc(Br)c3)CCC2)c1C was read as NPYLR7 agonist 3 and hcGAS inh -12.
Screening CC(=O)c1[nH]c(C)c(C(=O)N2CCCC3(CNC(=O)O3)C2)c1C (stereo unspecified) returned NPYLR7 agonist 2 and hcGAS inh -8.
Screening CCSc1nnc(NC(=O)C2CCCCC2)s1 returned mcGAS inh -3, NPYLR7 agonist -5 and hcGAS inh 4.
`CN(CCc1ccc(Br)cc1)C(=O)NC1CC1` gave NPYLR7 agonist 19 and hcGAS inh -4.
Screening CCOC(=O)c1cccnc1Oc1cccc(NC(=O)CCCCC2CCSS2)c1 (stereo unspecified) returned mcGAS inh -5, NPYLR7 agonist -13 and hcGAS inh -8.
`CC(C)C(C)NC(=O)CN1C(=O)NC(C)(c2ccc(Cl)cc2)C1=O` (stereo unspecified) gave mcGAS inh -5, NPYLR7 agonist -6 and hcGAS inh -10.
Cc1cc(C(=O)Cn2c(=CC(=O)C(C)(C)C)sc(=Cc3ccsc3)c2=O)c(C)n1C was read as mcGAS inh -3, NPYLR7 agonist -4 and hcGAS inh -1.
For COc1ccc(-c2nc3cccc(C)n3c2Nc2c(C)cccc2C)cc1 the results were mcGAS inh -7, NPYLR7 agonist 5 and hcGAS inh -6.
For CCOC(=O)c1cnc(-c2ccc(OC)cc2)nc1NCCc1ccccc1Cl the results were mcGAS inh 0, NPYLR7 agonist -8 and hcGAS inh 0.
CCOC(=O)C1SC(SCC(=O)NC(C(=O)OC)C(C)CC)=NC1=O (stereo unspecified) was read as NPYLR7 agonist 2 and hcGAS inh -3.
Screening O=C(CCN1CCCCO1)N1CC(Oc2ccccc2F)C1 returned NPYLR7 agonist 2 and hcGAS inh -2.
For CN(C(=O)CC1Oc2ccccc2NC1=O)C1CCCC1 (stereo unspecified) the results were NPYLR7 agonist 1 and hcGAS inh -10.
For COc1ccc(Cl)cc1NC(=O)CC1SC(N2CCOCC2)=NC1=O (stereo unspecified) the results were NPYLR7 agonist -3 and hcGAS inh -3.
For CC(=O)Nc1ccc(CC2CCN(C(=O)c3ccc(C(F)(F)F)c(F)c3)CC2)cc1 the results were mcGAS inh -10, NPYLR7 agonist 2 and hcGAS inh -8.
`CCCn1c(N)c(N(CCOC)C(=O)C(CC)CC)c(=O)[nH]c1=O` gave NPYLR7 agonist 8 and hcGAS inh -6.
For CC(C)NC(=O)NC(=O)CSc1nnc(-c2ccc(Cl)cc2)o1 the results were mcGAS inh -5, NPYLR7 agonist -6 and hcGAS inh -5.
For Cc1ccc(-c2nnc(CN3CCCC(Cc4nc5ccccc5[nH]4)C3)o2)n1C (stereo unspecified) the results were NPYLR7 agonist -3 and hcGAS inh -4.
For O=C(Cn1nc2nc(Nc3ccc(F)cc3)ccn2c1=O)N1CCCC1 the results were NPYLR7 agonist -9 and hcGAS inh -3.
CCOC(=O)c1ccc(OC2CC3CCC(C2)N3C(=O)c2ccc(CSCc3ccc(Cl)cc3)cc2)cc1 (stereo unspecified) was read as mcGAS inh 1, NPYLR7 agonist -4 and hcGAS inh 0.
COc1ccc(CN(CC(O)COCc2ccco2)C2CC2)cc1 (stereo unspecified) was read as mcGAS inh 2, NPYLR7 agonist -9 and hcGAS inh 0.
For CN1C(=O)N(CN2CCN(c3ccccn3)CC2)C(=O)C12CCCCC2 the results were mcGAS inh -16, NPYLR7 agonist 2 and hcGAS inh -4.

2 compounds drawn at random from the list so far:
For CC(=O)Nc1ccc(CC2CCN(C(=O)c3ccc(C(F)(F)F)c(F)c3)CC2)cc1 the results were mcGAS inh -10, NPYLR7 agonist 2 and hcGAS inh -8.
For COc1ccc(Cl)cc1NC(=O)CC1SC(N2CCOCC2)=NC1=O (stereo unspecified) the results were NPYLR7 agonist -3 and hcGAS inh -3.

Further results.
C=CCNC(=O)c1cc(N2CCN(c3ccc(OC)cc3)CC2)nc2ccccc12 was read as mcGAS inh -5, NPYLR7 agonist 7 and hcGAS inh -5.
Screening CC(C)C(=O)NC1CCN(C(=O)C2(c3ccc(F)cc3)CCC2)CC1 returned NPYLR7 agonist 4 and hcGAS inh -6.
For CN(Cc1ccc2nsnc2c1)Cc1cc(-c2ccncc2)no1 the results were mcGAS inh -16, NPYLR7 agonist 1 and hcGAS inh -5.
For CC(CCC1CCCCC1)NC(=O)NCC1CCS(=O)(=O)C1 (stereo unspecified) the results were mcGAS inh -9, NPYLR7 agonist 2 and hcGAS inh -7.
O=C(CC1CCS(=O)(=O)C1)Nc1ccc(-c2cn3ccsc3n2)cc1 (stereo unspecified) was read as mcGAS inh -9, NPYLR7 agonist 0 and hcGAS inh -9.
Screening COCCCn1c(CN2CCCO2)cnc1S(=O)(=O)C1CCCC1 returned NPYLR7 agonist 16 and hcGAS inh -14.
For C=CCC(C)C(=O)N1CCC(n2c(C)nc3ccc(C)cc32)CC1 (stereo unspecified) the results were mcGAS inh -6 and hcGAS inh -8.
Screening COc1cc(CN(CCC(C)C)CC(O)COc2ccccc2C)cc(OC)c1 (stereo unspecified) returned mcGAS inh -3, NPYLR7 agonist 2 and hcGAS inh -2.
For COc1ccc(OC)c2sc(N(CCCN(C)C)C(=O)c3cc(Cl)sc3Cl)nc12 the results were mcGAS inh -7, NPYLR7 agonist 4 and hcGAS inh -4.
Screening COc1ccc2c(c1OC)C(c1ccccc1)(c1ccccc1)OC2 returned NPYLR7 agonist -4 and hcGAS inh 2.
`CC(C)NC(=O)c1cc(C(C)C)nc2ccccc12` gave NPYLR7 agonist -1 and hcGAS inh -3.
c1cc(-c2ccc(CN3CCC(c4nnc5n4CCCCC5)CC3)o2)[nH]n1 was read as NPYLR7 agonist 10 and hcGAS inh -8.
For C#CCNC(=O)c1cc(N2CCCC(C)C2)nc2ccccc12 (stereo unspecified) the results were mcGAS inh -4, NPYLR7 agonist 4 and hcGAS inh -3.
For Cc1cc(C)c(Cn2ccnc2CN(CC(C)C)C(=O)c2ccc(Cl)cc2)c(C)c1 the results were mcGAS inh -10, NPYLR7 agonist 17 and hcGAS inh -8.
N#Cc1ccc(OS(=O)(=O)c2ccc(F)cc2)cc1 was read as NPYLR7 agonist 1 and hcGAS inh -12.
`CS(=O)(=O)c1ccc(NS(=O)(=O)c2cccc(Br)c2)cc1` gave NPYLR7 agonist -3 and hcGAS inh -1.
Screening Cc1ccc(CNC(=O)NCc2ccc3c(c2)OCO3)n1C returned NPYLR7 agonist 0 and hcGAS inh -13.
For Oc1ccc(Nc2nc(-c3ccc(Cl)cc3)cs2)cc1 the results were mcGAS inh -11, NPYLR7 agonist -3 and hcGAS inh -11.
Screening COc1ccc(S(=O)(=O)n2nnc3ccccc32)c2ccccc12 returned NPYLR7 agonist 8 and hcGAS inh -8.
`Cc1sc2nc(CN3CC(C)OC(C)C3)[nH]c(=O)c2c1C` (stereo unspecified) gave mcGAS inh -5, NPYLR7 agonist -1 and hcGAS inh -7.

Ordered by SMILES length (smallest number first): eleven of the compounds above
`CC(C)NC(=O)c1cc(C(C)C)nc2ccccc12` gave NPYLR7 agonist -1 and hcGAS inh -3.
N#Cc1ccc(OS(=O)(=O)c2ccc(F)cc2)cc1 was read as NPYLR7 agonist 1 and hcGAS inh -12.
Screening Cc1ccc(CNC(=O)NCc2ccc3c(c2)OCO3)n1C returned NPYLR7 agonist 0 and hcGAS inh -13.
For C#CCNC(=O)c1cc(N2CCCC(C)C2)nc2ccccc12 (stereo unspecified) the results were mcGAS inh -4, NPYLR7 agonist 4 and hcGAS inh -3.
Screening COc1ccc2c(c1OC)C(c1ccccc1)(c1ccccc1)OC2 returned NPYLR7 agonist -4 and hcGAS inh 2.
Screening COc1ccc(S(=O)(=O)n2nnc3ccccc32)c2ccccc12 returned NPYLR7 agonist 8 and hcGAS inh -8.
For C=CCC(C)C(=O)N1CCC(n2c(C)nc3ccc(C)cc32)CC1 (stereo unspecified) the results were mcGAS inh -6 and hcGAS inh -8.
Screening COc1cc(CN(CCC(C)C)CC(O)COc2ccccc2C)cc(OC)c1 (stereo unspecified) returned mcGAS inh -3, NPYLR7 agonist 2 and hcGAS inh -2.
c1cc(-c2ccc(CN3CCC(c4nnc5n4CCCCC5)CC3)o2)[nH]n1 was read as NPYLR7 agonist 10 and hcGAS inh -8.
For COc1ccc(OC)c2sc(N(CCCN(C)C)C(=O)c3cc(Cl)sc3Cl)nc12 the results were mcGAS inh -7, NPYLR7 agonist 4 and hcGAS inh -4.
For Cc1cc(C)c(Cn2ccnc2CN(CC(C)C)C(=O)c2ccc(Cl)cc2)c(C)c1 the results were mcGAS inh -10, NPYLR7 agonist 17 and hcGAS inh -8.

Further results:
Screening COC(=O)c1sc(NC(=O)CCCCCN2C(=O)c3ccccc3C2=O)c(C(=O)OC)c1C returned mcGAS inh -5, NPYLR7 agonist -7 and hcGAS inh -7.
N#Cc1ccsc1NC(=O)COC(=O)CC1Sc2ccccc2NC1=O (stereo unspecified) was read as NPYLR7 agonist 4 and hcGAS inh -2.
Cc1sc(N)c(C(=O)c2cccc(C(F)(F)F)c2)c1C was read as NPYLR7 agonist -1 and hcGAS inh -5.
For CCCCC1C=CCN1C(=O)c1cnc(C(C)C)[nH]c1=O (stereo unspecified) the results were NPYLR7 agonist 0 and hcGAS inh -4.
`CCOc1ncccc1CN1CCC(C(=O)NCCc2cccc(OC)c2)CC1` gave mcGAS inh -4, NPYLR7 agonist -5 and hcGAS inh -8.
O=C(c1ccc([N+](=O)[O-])s1)N(CCCN1CCOCC1)c1nc2c(F)cccc2s1 was read as mcGAS inh -11, NPYLR7 agonist -4 and hcGAS inh -9.
